Compound activity from PubChem.
p53null 32C kill = qHTS Screen for Compounds that Selectively Target Cancer Cells with p53 Mutations: Cytotoxicity of p53 Null Cells at the Permissive Temperature; H1299-neo p53 null cells, ATP luminescence, 24 h, 32C; Potency, µM (doses to about 46.1 µM), inactives show at the highest dose activity change, negative = cytotoxicity, most hits filed as cytotoxic; 0.62% of 55,000 active;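 note: potency is the fitted concentration of half-maximal effect; 0% = DMSO only and -100% = full killing by 100 µM tamoxifen; nearly all actives have a fitted effect of over 55% in size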
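Overnight 37C seeding (600 cells/well) of H1299-neo preceded a 24 hr, 32C exposure to compounds up to 46 uM. ATP levels, read by luminescence after 20 min at RT, indicated surviving cells.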
FH mod = Identification of activators of human fumarate hydratase by quantitative high-throughput screening; Fumarate hydratase, mitochondrial (Homo sapiens), P07954; FH coupled MDH/diaphorase resazurin fluorescence, 15 min; Potency, µM (top dose mostly 79.9 µM), for inactives: at the highest dose activity change, negative = inhibition, usual class: inhibitors; 0.22% of 54,000 active; AID 1347055, 2019; note: potency is the fitted concentration of half-maximal effect; % is set by controls: 0 for no effect and ±100 for the full control effect; the screen sought activators but most active calls are inhibition curves; nearly all actives have a fitted effect of over 45% in size
Target sequence (P07954 whole entry, looked up): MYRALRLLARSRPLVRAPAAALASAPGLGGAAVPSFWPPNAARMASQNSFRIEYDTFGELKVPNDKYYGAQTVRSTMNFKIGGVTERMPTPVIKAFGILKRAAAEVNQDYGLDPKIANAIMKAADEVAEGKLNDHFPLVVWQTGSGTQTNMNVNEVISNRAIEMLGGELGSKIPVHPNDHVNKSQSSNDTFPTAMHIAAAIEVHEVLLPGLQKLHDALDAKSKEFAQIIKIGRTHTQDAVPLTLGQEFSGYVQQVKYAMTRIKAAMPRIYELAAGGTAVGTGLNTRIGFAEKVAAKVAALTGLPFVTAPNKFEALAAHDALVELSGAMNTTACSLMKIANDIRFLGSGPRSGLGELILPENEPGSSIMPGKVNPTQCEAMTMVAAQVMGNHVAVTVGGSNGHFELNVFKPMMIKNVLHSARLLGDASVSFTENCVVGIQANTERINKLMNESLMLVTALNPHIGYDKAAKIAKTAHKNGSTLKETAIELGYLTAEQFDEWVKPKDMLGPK
PTAP-TSG101 blk = qHTS Validation Assay for Inhibitors of HIV-1 Budding by Blocking the Interaction of PTAP/TSG101: Sytravon Library Screen; 44,000 tested, under 10 active; Potency, µM (series often up to 115 µM), for inactives: top-dose activity change, negative = inhibition, usual class: inhibitors; Fluorescence polarization, FITC-PTAP peptide/Tsg101, 20 min; AID 1347069, 2019; Tumor susceptibility gene 101 protein (Homo sapiens), Q99816; note: potency is the fitted concentration of half-maximal effect; 0% is about no effect
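qHTS FP binding, 20 min r.t.: 10 uM Tsg101 domain + 50 nM FITC-PTAP peptide, pH 7.5 HEPES buffer with TCEP and EDTA.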
GALK inh = qHTS Assay for Inhibitors of Human Galactokinase (GALK): NCGC Sytravon Library Screen; P51570; recombinant GALK, Kinase-Glo ATP luminescence, 1 h; Potency, µM (doses to about 57.5 µM), for the others: top-dose activity, negative = inhibition, actives largely listed as inhibitors; 44,000 tested, under 10 active; AID 1347072, 2019;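 note: plate controls were full GALK reaction for no effect and reaction lacking GALK for full effect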
Target sequence (P51570 whole entry, looked up): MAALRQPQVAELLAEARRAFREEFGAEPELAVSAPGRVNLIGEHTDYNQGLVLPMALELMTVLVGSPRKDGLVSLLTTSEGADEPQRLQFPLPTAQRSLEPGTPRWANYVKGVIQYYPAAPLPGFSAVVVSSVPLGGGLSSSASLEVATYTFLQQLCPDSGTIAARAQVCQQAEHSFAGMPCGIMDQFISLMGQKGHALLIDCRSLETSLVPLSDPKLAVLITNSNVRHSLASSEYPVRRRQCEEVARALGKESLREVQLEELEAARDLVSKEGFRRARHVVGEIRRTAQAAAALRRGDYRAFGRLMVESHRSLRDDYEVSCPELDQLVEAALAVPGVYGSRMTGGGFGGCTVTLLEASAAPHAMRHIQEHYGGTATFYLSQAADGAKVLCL
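Compounds were pinned into ATP buffer, then GALK-galactose mix was added (final 5 nM enzyme, 35 uM ATP, 100 uM galactose, pH 8.0). After 1 h at room temperature, Kinase-Glo Plus was added and luminescence read.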
B2AR arrestin ag = qHTS assay of beta-arrestin-biased ligands of beta2-adrenergic receptor: NCGC Sytravon Library Screen; HTLA Tango cells, beta-arrestin recruitment, luciferase luminescence, 18 h; Potency, µM (highest dose often 46.1 µM), for inactives: at the highest dose activation, hits mostly activators; 44,000 tested, under 10 active;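 note: potency is the fitted concentration of half-maximal effect; 0% = DMSO and full agonism = EC100 isoproterenol or metaproterenol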
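Luminescence read-out: arrestin recruitment to recombinant beta2-AR releases tTA, inducing luciferase. Cells exposed 18 hr at 37 degrees C to up to 46 microM compound; %Activity from corrected signal, concentration-response curves classified by r2, magnitude and efficacy.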
p53null 39C tox = qHTS Screen for Compounds that Selectively Target Cancer Cells with p53 Mutations: Cytotoxicity of p53 Null Cells at the Nonpermissive Temperature; H1299 p53-null (neo) cells, 39C, ATPlite viability, 24 h; AID 904, 2007; 0.97% of 55,000 active; Potency, µM (top dose mostly 46.1 µM), inactives show at the highest dose activity, negative = cell killing, hits mostly cytotoxic;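 note: potency is the fitted concentration of half-maximal effect; 0% = DMSO only and -100% = full killing by 100 µM tamoxifen; nearly all actives have a fitted effect of over 50% in size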
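ATP-luminescence viability readout (ATPlite, 20 min RT) after 24 hr compound treatment at 39C of H1299-neo or H1299-p53A138V cells; titration up to 46 uM; normalized to DMSO and 100 uM tamoxifen; Hill-fit AC50.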
NTMT1 inh = Primary qHTS for Inhibitors of N-terminal methyltransferase 1 (NTMT1): MTaseGlo Assay | 2.5% of 59,000 active | NTMT1 MTase-Glo SAH luminescence, purified enzyme | Potency, µM (series often up to 114 µM), without a hit: top-dose activity change, negative = inhibition, usual class: inhibitors | N-terminal Xaa-Pro-Lys N-methyltransferase 1 (Homo sapiens), Q9BV86 | AID 1645870, 2021;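 note: potency is the fitted concentration of half-maximal effect; plate controls were DMSO vehicle for no effect and no enzyme for full effect; nearly all actives have a fitted effect of over 65% in size; many of its hits are not listed in these tables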
The depositor's hits bear a star; ? = inconclusive; . = not tested or not shown; [ ] = remark or other dose. Calls come from the whole dose curve; as a rule, active = well fitted curve in the direction sought with a large enough effect; inconclusive = small, poorly fitted or top-dose-only effect, or another doubt; inactive = no such curve, though single readings can be large; an effect the other way counts as inactive or inconclusive.

Structure	NTMT1 inh	FH mod	B2AR arrestin ag	p53null 32C kill	PTAP-TSG101 blk	p53null 39C tox	GALK inh
COc1ccccc1N1CCN(C(CNC(=O)C(=O)NCCN(C)C)c2cccnc2)CC1 (centres undefined)	2%	14%	2%	2%	-3%	-17%	1%
COc1cccc(-n2c(SCC(=O)c3ccccc3)nc3c([nH]c4ccccc43)c2=O)c1	3%	-14%	1%	-11%	2%	8%	3%
CCOCCCNC(=O)c1cc2c(=O)[nH]c3ccccc3c2n1C	?	?	-1%	7%	1%	17%	4%
CCC1CN(C(=O)N2CCC(C(=O)N3CCN(c4ccccc4)CC3)CC2)c2ccccc2O1 (centres undefined)	-23%	10%	0%	47%[activator]	-1%	12%	3%
CCCc1nn2c(=O)cc(COC(=O)c3cccs3)nc2s1	-8%	3%	0%	-9%	-1%	9%	0%
CCCCN(CC)CCNC(=O)Cn1cc2c(n1)-c1c(oc(C(=O)N3CCCC3)c1C)CC2	-3%	8%	0%	1%	-4%	-22%	0%
CCc1ccc(NC(=O)CSc2nc(-c3ccccc3)no2)cc1	30%[activator]	?	0%	2%	-3%	-17%	-1%
CCOc1ccc(NC(=O)c2ccc3[nH]c(C)c(C)c3c2)cc1	-9%	?	0%	-16%	-1%	-26%	3%
O=C(Cn1c(=O)n(-c2ccc(Cl)cc2)c(=O)c2sc3ccccc3c21)NC1CCCCC1	5%	3%	0%	-1%	1%	25%	1%
CCn1c(SCc2ccc(F)cc2Cl)nnc1-c1nonc1NC(C)=O	3%	-21%	-4%	-9%	2%	-11%	0%
Cc1ccc(CCNC(=O)CN2C(=O)COc3ccc(S(=O)(=O)N4CCCCCC4)cc32)cc1	-15%	7%	0%	23%	-3%	-24%	0%
Cc1ccc(-n2ncc3c(N4CCC(Cc5ccccc5)CC4)ncnc32)cc1	-1%	-9%	4%	-3%	0%	11%	3%
CCc1nn2c(=O)cc(COc3ccc(/C=C(\C#N)C(=O)Nc4ccc(C)cc4)cc3)nc2s1	9%	-1%	1%	-1%	5%	-9%	-2%
O=S(=O)(Nc1ccc(F)cc1F)c1ccc(Br)s1	?	-1%	1%	-2%	-1%	5%	-1%
Cc1cc(C)cc(OCCSc2nc(-c3cccs3)nc3cc(=O)[nH]n23)c1	.	.	-1%	-8%	-5%	-4%	-1%

The last 2 records of the part before lead into the next.
Structure	NTMT1 inh	FH mod	B2AR arrestin ag	p53null 32C kill	PTAP-TSG101 blk	p53null 39C tox	GALK inh
O=S(=O)(Nc1ccc(F)cc1F)c1ccc(Br)s1	?	-1%	1%	-2%	-1%	5%	-1%
Cc1cc(C)cc(OCCSc2nc(-c3cccs3)nc3cc(=O)[nH]n23)c1	.	.	-1%	-8%	-5%	-4%	-1%
COC(=O)c1c(-c2ccc(Cl)cc2)noc1N1CCN(c2cccc(C)c2C)CC1	5%	-20%	1%	-9%	-1%	22%	?
COc1ccc(Cn2nnc3c(=O)[nH]c(C4CCCN(C(=O)c5ccccc5Cl)C4)nc32)cc1OC (centres undefined)	-5%	-19%	-3%	5%	-6%	-15%	-3%
Cc1cccc(-c2nc3cc(NC(=O)COc4ccccc4F)ccc3o2)c1	1%	-13%	-2%	-21%	2%	-7%	3%
Cc1cccc(NC(=O)CCn2cnnn2)c1	3%	10%	-1%	-10%	-1%	-11%	-1%
COc1ccccc1C(=O)OCc1cc(=O)n2nc(C3CCCCC3)sc2n1	2%	-8%	-1%	-7%	1%	0%	1%
CCCc1cc(=O)oc2cc(C)c3c(C(C)(C)C)coc3c12	2%	-21%	0%	-3%	4%	7%	7%
CCCc1ccc(OC(=O)c2sc3ncn(Cc4cccc(F)c4)c(=O)c3c2C)cc1	22%	-9%	0%	6%	-1%	9%	-1%
COc1cccc(CN2CCCN(Cc3ccc(F)cc3)S2(=O)=O)c1	13%	0%	-1%	-4%	2%	-12%	0%
CCOC(=O)Cc1ccc(NC(=O)NC(C)c2c(-n3cccc3)sc(C)c2C)cc1 (centres undefined)	4%	-27%	1%	0%	1%	4%	-2%
COc1ccc(NC(=O)CSc2ccc3nc(-c4ccccc4)cn3n2)c(OC)c1	10%	?	0%	-8%	-4%	7%	?
CC(C)Oc1ccc(CNC(=O)c2cc3cccc4c3n2CC(C)S4)cc1 (centres undefined)	2%	-27%	0%	8%	-5%	38%[activator]	-1%
CCN(CC)CCCNC(=O)c1cnc(SC)nc1-c1ccccc1	-2%	6%	0%	-8%	1%	-3%	-1%
CCOCCCn1c(SCC(=O)Nc2ccc(C)cc2)nc2ccccc2c1=O	5%	?	0%	-5%	-3%	15%	-2%
CCOC(=O)c1c(C)c(-c2ccccc2)n(CC(=O)NCc2ccccc2)c1C	7%	0%	0%	-9%	1%	-15%	-3%
Cc1cc(N2CCN(c3cccc(C)c3C)CC2)n2nc(C)c(-c3ccc(Cl)cc3)c2n1	?	6%	1%	-4%	-2%	-8%	-3%
CCOc1ccc(CCNC(=O)c2cnc3sc(N4CCC(C)CC4)nn3c2=O)cc1	.	.	0%	3%	11%	-12%	3%
CCOC(=O)Cn1c(=O)n(C2CCCCC2)c2nc(-c3ccc(OC)cc3)nc(C(N)=O)c21	?	-7%	0%	4%	1%	-12%	-2%
CCOc1ccccc1NS(=O)(=O)c1cc2[nH]c(=O)c(=O)[nH]c2cc1C	5%	-17%	0%	-5%	-2%	-9%	0%
Cc1ccccc1OCC(=O)Nc1ccc(C(=O)OCc2cc(=O)n3c(C)csc3n2)cc1	0%	-26%	0%	-5%	-7%	-22%	0%
COc1ccc(NC(=O)C(C)n2nc(-c3cc(C)ccc3C)c3c(c2=O)CCCC3)cc1 (centres undefined)	1%	-19%	-1%	24%	-8%	-13%	-1%
COc1ccc(CCN2CCC(CNC(=O)c3cnn(-c4cccc(Cl)c4)c3C3CCN(C(=O)OC(C)(C)C)CC3)CC2)cc1	79µM*	-11%	0%	4%	-11%	20µM*	0%
COc1ccccc1C(=O)Nc1nc(-c2ccccc2)ns1	12%	8%	-1%	-14%	-7%	-20%	0%
CCc1ccccc1NC(=O)C1CCCN(c2nnc(-n3c(C)ccc3C)s2)C1 (centres undefined)	-2%	-14%	-2%	-1%	-2%	-6%	-8%
Cc1ccc(-n2ccn(CC(=O)NCCc3ccccc3)c(=O)c2=O)cc1C	8%	0%	-1%	-1%	0%	-9%	-8%
Cc1ccc(-c2nn(-c3ccccc3)c3c2cnc2ccccc23)cc1C	?	-6%	1%	-1%	-6%	3%	-2%
CCC(C(=O)Nc1ccccc1)n1nc(-c2cc(C)ccc2C)ccc1=O (centres undefined)	-18%	-8%	-1%	6%	-6%	-7%	-1%
CCN1C(=O)c2ccccc2S(=O)c2ccc(C(=O)N3CCN(c4cccc(Cl)c4)CC3)cc21 (centres undefined)	0%	-19%	0%	-11%	-7%	-2%	9%
CCN(CCCNC(=O)c1c(C)oc2ncn(CC(C)C)c(=O)c12)Cc1ccccc1	1%	-9%	0%	2%	-8%	-12%	1%
O=S(=O)(c1ccccc1)c1nc(-c2ccco2)oc1SCc1ccc(F)cc1	?	-14%	1%	5%	1%	-5%	-3%
COc1ccc(NC(=O)c2cccc(N3CCCS3(=O)=O)c2)c(OC)c1	0%	-14%	-1%	-28%	-7%	-18%	3%
Cc1ccc(NC(=O)CN(C)S(=O)(=O)c2cccc3nsnc23)c(C)c1	14%	5%	1%	1%	-7%	9%	1%
COc1ccc(NC(=O)CSC2=Nc3ccccc3N=C(c3ccc(F)cc3)C2)cc1OC	13%	-18%	0%	-1%	1%	?	1%
Cc1ccc(C(=O)N(Cc2ccco2)c2ccccn2)cc1	-5%	-18%	-2%	-6%	0%	-20%	3%
Cc1ccc(N(C)S(=O)(=O)c2ccc(-c3cnc(C4CC4)o3)cc2)cc1	5%	-13%	0%	-14%	-4%	?	-1%
Cc1ccccc1CNC(=O)CCCn1c(=O)c2cccn2c2cccnc21	-9%	-7%	1%	4%	-4%	-13%	0%
COc1ccc(OCC(=O)Nc2ccc(Cl)c(-c3nc4ncccc4o3)c2)cc1	14%	-10%	-2%	7%	-3%	?	0%
COC(=O)c1sccc1S(=O)(=O)N(CC(=O)NCc1ccc(C)cc1)c1ccc(C)cc1	4%	-14%	3%	7%	0%	-18%	2%
COc1ccc(OC)c(NC(=O)Cn2c(=O)cc(-c3ccccc3)c3c(C)nn(C)c32)c1	?	-11%	1%	-9%	0%	-27%	-1%
COc1cccc(CSc2nc3ccccc3c3nc(CCn4c(C)nc5ccccc54)nn23)c1	10%	-20%	-4%	-6%	-5%	19%	-2%
CCn1c2c(c(=O)n3ncc(C(=O)N4CCN(c5ccccc5)CC4)c13)CN(Cc1ccc(OC)cc1)CC2	-19%	-15%	0%	-7%	-6%	3%	2%
Cn1c(=O)oc2cc(S(=O)(=O)NCCC(=O)Nc3ccc(F)c(Cl)c3)ccc21	-11%	-25%	1%	-4%	-3%	-16%	6%
COc1ccc(N2CCN(C(=O)c3nn(-c4ccc(C)cc4)c(=O)n(C)c3=O)CC2)cc1	?	1%	2%	0%	-7%	-3%	-2%
CC(C)CCNC(=O)[C@@H](c1ccccc1)N1Cc2ccccc2C1=O	-5%	-1%	0%	6%	0%	0%	0%
CCN(CC)C(=O)C1=CC(c2ccc3c(c2)OCO3)=NS(=O)(=O)N1C	-1%	5%	-2%	-3%	0%	-7%	0%

This is a subset; the hit share may differ from the screen's.
